# High-throughput results deposited in PubChem by Johns Hopkins Ion Channel Center.
# MrgX1 agonist: human MrgX1 receptor agonism, primary screen. MrgX1-HEK293 cells, Fluo-4 calcium fluorescence, agonist mode; stronger effect = higher value. hit rate 0.44% among 310,000. Q96LB2. B-score at 10 µM;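 active = calcium response B-score plate-corrected fluorescence ratio at least 3 library SD, with starting fluorescence B-score inside 5 SD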
# Target sequence (Q96LB2 whole entry, looked up): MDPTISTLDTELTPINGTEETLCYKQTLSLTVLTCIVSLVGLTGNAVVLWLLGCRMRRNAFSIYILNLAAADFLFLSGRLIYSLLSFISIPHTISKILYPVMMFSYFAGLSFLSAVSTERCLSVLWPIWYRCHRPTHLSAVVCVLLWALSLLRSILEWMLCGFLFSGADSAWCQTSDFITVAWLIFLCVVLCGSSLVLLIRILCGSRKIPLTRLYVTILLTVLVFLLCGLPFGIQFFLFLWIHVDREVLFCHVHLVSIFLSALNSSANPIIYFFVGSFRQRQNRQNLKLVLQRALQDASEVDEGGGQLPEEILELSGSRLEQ
#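 Assay system: stable human MrgX1 HEK293 cell line. Quantity: 15,000 cells per well. Schedule: cells plated overnight, dye loaded 0.5 h 37 °C, 0.5 h room temperature. Detection: Fluo-4 NW calcium-flux fluorescence, kinetic read. Read-out basis: peak-minus-minimum fluorescence over baseline, converted to B scores. Control set: positive and negative control wells on each plate.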
# MrgX1 PAM: allosterically activates human MrgX1 receptor signaling; B-score at 10 µM; MrgX1-HEK293, Fluo-4 calcium flux, FDSS; stronger effect = higher value; Q96LB2; AID 588675; hit rate 0.63% among 310,000;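 active = plate-corrected calcium response at least 3 library SD above typical, normal starting fluorescence, not activating the receptor alone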;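 also: compound read alongside a low EC10 to EC30 dose of BAM8-22 agonist; peak minus trough fluorescence over baseline measured at the second addition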
# RGS4 act: potentiators or activators of RGS4; hit rate 0.92% among 310,000; HEK293 M3R/inducible RGS4, carbachol calcium flux Fluo4; stronger effect = lower value; B-score at 10 µM;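 active = B-score of the integrated calcium signal more than 4 SD below the library mean, with starting fluorescence not abnormally high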;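 also: negative B-score means reduced calcium response which marks RGS4 activation or potentiation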
#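 Assay system: Inducible-RGS4 HEK293 cells carrying M3 receptor | Schedule: Compound preincubation 20 min at room temperature before agonist | Signal: Kinetic calcium fluorescence imaging with Fluo4-AM dye, 2 µM | Read-out basis: B score from integrated fluorescence ratio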
# KCNK9 block: inhibitors of human KCNK9 two-pore domain potassium channel; HEK293 KCNK9, FluxOR thallium flux fluorescence; stronger effect = lower value; hit rate 1.2% among 310,000; Q9NPC2; B-score at 10 µM; AID 488922;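 active = ratio B-score over 3 SD below the library mean, with starting fluorescence within 5 SD of its mean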;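 also: negative B-score means less thallium flux so channel inhibition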
# Target sequence (Q9NPC2 whole entry, looked up, the tested form may be a part): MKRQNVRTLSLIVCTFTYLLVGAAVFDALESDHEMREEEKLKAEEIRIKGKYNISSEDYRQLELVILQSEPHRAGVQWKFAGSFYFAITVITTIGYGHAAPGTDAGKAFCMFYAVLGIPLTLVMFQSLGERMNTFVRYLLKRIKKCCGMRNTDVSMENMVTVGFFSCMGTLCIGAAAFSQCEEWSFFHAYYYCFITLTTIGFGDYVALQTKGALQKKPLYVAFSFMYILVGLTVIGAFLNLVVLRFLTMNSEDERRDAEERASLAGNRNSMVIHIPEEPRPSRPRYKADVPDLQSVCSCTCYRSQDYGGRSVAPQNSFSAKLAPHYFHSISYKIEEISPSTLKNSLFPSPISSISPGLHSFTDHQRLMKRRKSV
# KCNQ1 act: human KCNQ1 channel potentiation or activation | CHO-K1 KCNQ1, thallium flux FluxOR fluorescence; stronger effect = higher value | B-score at 10 µM | P51787 | AID 2648 | hit rate 0.35% among 310,000;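 active = fluorescence ratio B-score, a plate-corrected score, at least three library SD, with initial intensity B-score within 5 SD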
#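 Assay system: stable KCNQ1 CHO-K1 line; medium: assay buffer, equal DMSO in all wells; timing: 90 min dye loading and 20 min compound exposure, both at room temperature; technique: kinetic FluxOR thallium fluorescence, 10-s 1-Hz baseline, 110-s post-stimulus read; read-out basis: B score of baseline-normalized fluorescence ratio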
# KCNK3 inh: human KCNK3 channel inhibition, primary screen; hit rate 0.84% among 340,000; B-score at 10 µM; AID 602410; CHO-KCNK3 thallium flux, FluxOR fluorescence; stronger effect = lower value; O14649;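 active = B-score under library mean minus 4 SD, starting fluorescence ratio at most library mean plus 5 SD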;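 also: more negative B-score means stronger inhibition of thallium flux through KCNK3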
# Target sequence (O14649 whole entry, looked up): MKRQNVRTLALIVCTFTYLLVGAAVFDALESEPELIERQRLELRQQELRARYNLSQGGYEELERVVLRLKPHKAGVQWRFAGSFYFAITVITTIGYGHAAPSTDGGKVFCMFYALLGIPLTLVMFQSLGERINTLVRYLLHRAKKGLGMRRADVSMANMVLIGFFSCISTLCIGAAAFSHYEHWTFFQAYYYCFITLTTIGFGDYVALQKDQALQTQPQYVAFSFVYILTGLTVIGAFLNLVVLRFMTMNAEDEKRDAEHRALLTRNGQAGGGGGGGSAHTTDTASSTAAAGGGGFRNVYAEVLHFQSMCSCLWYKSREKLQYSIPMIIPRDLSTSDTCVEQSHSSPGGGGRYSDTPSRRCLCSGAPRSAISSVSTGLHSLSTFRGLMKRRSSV
# RGS4 block: inhibitors of human RGS4; P49798; B-score at 10 µM; hit rate 0.45% among 310,000; HEK293 M3R/RGS4 inducible, Fluo-4 calcium flux; stronger effect = higher value; triggered by carbachol at its EC20;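 active = B-score, a plate-corrected calcium signal, over three deviations above library mean, with baseline fluorescence within five deviations of library mean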;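 also: RGS4 expression induced by doxycycline in cells with stable M3 receptor; B-score is computed from the integrated fluorescence ratio over baseline after carbachol; higher B-score means a larger calcium signal and so more RGS4 inhibition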
# TMEM16A act: mouse TMEM16A channel activation, primary screen; Q8BHY3; HEK293 TMEM16A/YFP-H148Q/I152L, iodide quench fluorescence; stronger effect = lower value; B-score at 10 µM; hit rate 0.3% among 340,000; AID 623877;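 active = fluorescence-ratio B-score plate-corrected deviation score at least 3 library SD below zero, with starting fluorescence score within 5 deviations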;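 also: channel opened by trigger with iodide after compound preincubation; score built on the fluorescence ratio of max minus min over baseline; more negative score means more quench and so TMEM16A activation or potentiation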
# KCNQ1 inh: inhibitors of human KCNQ1 potassium channel | AID 2642 | P51787 | hit rate 1.3% among 310,000 | B-score at 10 µM | CHO-K1 KCNQ1, FluxOR thallium flux fluorescence; stronger effect = higher value;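 active = compounds whose thallium flux B-score, printed positive for inhibition, exceeds three library SD while starting fluorescence stays within three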;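 also: channel opened by potassium depolarization with thallium stimulus after 20 min compound exposure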
# hERG protect: hERG (human) protection from proarrhythmic block. Q12809. CHO-hERG, FluxOR thallium flux, dofetilide IC70 present. activation (rescue from dofetilide block), less the hit threshold, % at 10 µM. hit rate 0.51% among 310,000;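 active = activation above the mean of controls blocked by dofetilide plus 5 SD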;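 also: thallium influx through hERG after potassium depolarization seen as dye fluorescence rise; in these data hits start at about 4.7%; inactives centre near -7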
# ANO1 block: inhibitors of mouse TMEM16A calcium-activated chloride channel | Q8BHY3 | HEK293 TMEM16A/YFP iodide influx fluorescence, ionomycin | normalized B-score (activity score, 25-100; higher = stronger inhibition) at 10 µM | hit rate 1.2% among 310,000 | AID 588511;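 active = ratio plate-corrected score three or more library SD toward inhibition, starting fluorescence score within five deviations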;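 also: score derived from kinetic fluorescence span divided by baseline fluorescence per well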
# The depositor's hits bear a star; i = inactive; . = not tested or not shown.
smiles	TMEM16A act	ANO1 block	KCNQ1 inh	MrgX1 agonist	KCNK9 block	RGS4 act	hERG protect	KCNQ1 act	MrgX1 PAM	KCNK3 inh	RGS4 block
CCC(CC)NC(=O)COC(=O)c1cccc(C)c1O	i	i	i	i	i	i	0	i	i	i	i
O=C1CCCC2=C1C(c1ccccc1)C1C(=O)c3ccccc3C1=N2 (centres undefined)	i	i	i	i	i	i	-2	i	i	i	i
O=C(COc1ccc(Cl)cc1)NC1CC1	i	i	i	i	i	i	0	i	i	i	i
Nc1nnc(SCC(=O)OCC(=O)c2ccccc2)s1	i	i	i	i	i	i	-5	i	i	i	i
COCc1cc(C)nc(SCC(=O)Nc2cccc(C)c2)c1C#N	i	i	i	i	i	i	-6	i	i	i	i
CCOC(=O)c1csc(NC(=O)CSc2nnnn2-c2ccc(OCC)cc2)n1	i	.	i	.	i	i	1	i	.	i	i
O=C(COC(=O)c1ccc[nH]c1=O)NCC1CCCO1 (centres undefined)	i	i	i	i	i	i	-6	i	i	i	i
CCC(C(=O)NCCCN1CCN(C)CC1)n1nc(C)n2c(cc3occc32)c1=O (centres undefined)	i	i	i	i	i	i	-4	i	i	i	i
CCCCCN(C(=O)NC(=O)Nc1ccccc1C)S(C)(=O)=O	i	i	i	i	i	i	1	i	i	i	i
Cc1cc(C)cc(NC(=S)/C(=C(\[O-])c2ccc(Cl)s2)[n+]2cccc(C)c2)c1	i	i	i	i	i	i	-7	i	i	i	i
Cc1ccc(NC=C(S(=O)(=O)c2ccccc2)S(=O)(=O)c2ccccc2)cc1	i	i	i	i	i	i	-3	i	i	i	i
CCCCSc1nc2[nH]ncc2c(=O)[nH]1	i	i	i	i	i	i	-4	i	i	i	i
Cn1cnc2c(=O)[nH]cc([N+](=O)[O-])c21	i	i	i	i	i	i	-15	i	i	i	i
Cc1ccc(S(=O)(=O)NCCC(=O)NCc2ccc3c(c2)OCO3)cc1C	i	i	i	i	i	i	-2	i	i	i	i
CCOC(=O)c1c(C)nc2c(c(SC)nn2-c2ccccc2)c1N	i	i	i	i	i	i	-2	i	i	i	i
Cc1cc2c(OCC(O)CNC(C)(C)C)cccc2[nH]1 (centres undefined)	i	i	i	i	i	i	-2	i	i	i	i
O=C(CNC(=O)c1sc2ccccc2c1Cl)NCc1cccc(C(F)(F)F)c1	i	i	i	i	i	i	-14	i	i	i	i
C#CCNC(=O)C1=C[C@@H](C2CC2)C[C@@H](OCCCCO)O1	i	i	i	i	i	i	-4	i	i	i	i
Cc1ccc(S(=O)(=O)N(C)c2cc(S(=O)(=O)N3CCC(C)CC3)c(C)cc2C)cc1	i	i	i	i	i	i	-4	i	i	i	i
Clc1cccc(Cl)c1-c1nnc2cccc(Cl)n12	i	i	i	i	i	i	-8	i	i	i	i
O=C(CCN1C(=O)C2C3C=CC(C3)C2C1=O)Nc1ccc(F)cc1 (centres undefined)	i	i	i	i	i	i	-5	i	i	i	i
O=C(CSCc1ccc(Cl)cc1)Nc1ccc(O)cc1C(=O)O	i	i	i	i	i	i	-3	i	i	i	i
COC(=O)c1ccccc1NC(=O)c1cc[n+](C)cc1	i	i	i	i	i	i	-2	i	i	i	i
CC(=O)c1cccc(NC(=O)c2cccc(S(=O)(=O)N3CCOCC3)c2)c1	i	i	i	i	i	i	-2	i	i	i	i
COc1ccc(S(=O)(=O)N2CCC(c3cc(-c4cccc5ccccc45)n[nH]3)CC2)cc1	i	i	i	i	i	i	-16	i	i	i	i

# Going on with the list:
smiles	TMEM16A act	ANO1 block	KCNQ1 inh	MrgX1 agonist	KCNK9 block	RGS4 act	hERG protect	KCNQ1 act	MrgX1 PAM	KCNK3 inh	RGS4 block
CC(C)=CC(=O)NCCc1ccccc1	i	i	i	i	i	i	-5	i	i	i	i
COc1cc([C@@H]2CC=C(C(=O)O)[C@H](c3ccccc3F)N2S(=O)(=O)c2ccc(C)cc2)cc(OC)c1OC	i	i	.	i	.	.	.	.	i	i	.
CC(=O)NC(C)C12CC3CC(CC(CC(=O)O)(C3)C1)C2 (centres undefined)	i	i	i	i	i	i	-1	i	i	i	i
COc1ccccc1CN(C(=O)CNC(=O)c1ccco1)C(C(=O)NCC1CCCO1)c1ccc(OC)c(OC)c1 (centres undefined)	i	i	i	i	i	i	-6	i	i	i	i
OCCCCc1nccc2c1[nH]c1ccccc12	i	i	i	i	i	i	-3	i	i	i	i
CCOC(=O)N1CCC(NC(=O)CS(=O)(=O)Cc2nc(-c3ccccc3Cl)oc2C)CC1	i	i	i	i	i	i	-4	i	i	i	i
CC(=O)c1nnn(-c2c(F)cccc2F)c1C	i	i	i	i	i	i	-9	i	i	i	i
CCOc1ccc(N(CC(=O)NC2CCCCC2)C(=O)CCC(=O)Nc2cc(C)ccn2)cc1	i	i	i	i	i	i	-7	i	i	i	i
COc1ccc(OC)c2sc(Cl)nc12	i	i	i	i	i	i	-9	i	i	i	i
O=C(c1ccncc1)c1ccc([N+](=O)[O-])cc1	i	i	i	i	i	i	-9	i	i	i	i
Cc1ccc(OCC(O)Cn2c(NCCc3ccccc3)nc3c2c(=O)[nH]c(=O)n3C)cc1 (centres undefined)	i	i	i	i	i	i	-10	i	i	i	i
O=C(CN1CCOCC1)Nc1ccccc1C(=O)O	i	i	i	i	i	i	-5	i	i	i	i
CCOC(=O)CC(=O)CSc1ncnc2c1nnn2-c1ccccc1	i	i	i	i	i	i	-4	i	i	i	i
S=C(NCCc1ccccc1)NCC(c1ccco1)N1CCCCC1 (centres undefined)	i	i	i	i	i	i	-13	i	i	i	i
CCC(CC)C(=O)NCCCN1CCOCC1	i	i	i	i	i	i	-15	i	i	i	i
O=S(=O)(NCc1cccnc1)c1ccc(Br)s1	i	i	i	i	i	i	-16	i	i	i	i
CCC(=O)Nc1nnc(S(=O)(=O)N(C)c2cc(C)cc(C)c2)s1	i	i	i	i	i	i	-4	i	i	i	i
O=C(CCCc1nc2ccccc2s1)NCc1ccc(F)cc1	i	i	i	i	i	i	-6	i	i	i	i
COc1cc(C(=S)N2CCOCC2)cc(OC)c1OS(=O)(=O)c1ccc(Cl)cc1	i	i	i	i	i	i	-1	i	i	i	i
Cc1cccc(NCCC(=O)c2ccc([N+](=O)[O-])cc2)c1C	i	i	i	i	i	i	4.7*	i	i	i	i
Cc1ccc(-c2cnn(-c3ccccc3)c2N)cc1	i	i	i	i	i	i	-7	i	i	i	i
O=C(NCc1cccnc1)C1CCCN(S(=O)(=O)c2ccc(Br)cc2)C1 (centres undefined)	i	i	i	i	i	i	-6	i	i	i	i
COc1cc2c(cc1OC)C(C(=O)Nc1cccc(C)n1)C(c1cccnc1)N(C)C2=O (centres undefined)	i	i	.	i	.	.	.	.	i	i	.
COc1ccc(NC(=O)Cc2coc3cc(C)ccc23)cn1	i	i	i	i	i	i	-5	i	i	i	i
CCC(C)(C)n1nnnc1C(c1cc(OC)c(OC)c(OC)c1)N1CCN(c2ccccc2)CC1 (centres undefined)	i	i	i	i	i	i	-7	i	i	i	i

# (list continues)
smiles	TMEM16A act	ANO1 block	KCNQ1 inh	MrgX1 agonist	KCNK9 block	RGS4 act	hERG protect	KCNQ1 act	MrgX1 PAM	KCNK3 inh	RGS4 block
CCC(C)c1ccc(NC(=O)Nc2cnccn2)cc1 (centres undefined)	i	i	i	i	i	i	-9	i	i	i	i
S=C(Nc1ccc(N2CCOCC2)cc1)Nc1ccc2snnc2c1	i	i	i	i	i	i	-17	i	i	i	i
CCOC(=O)c1sc(NC(=O)CSc2ncccn2)nc1C	i	i	i	i	i	i	-6	i	i	i	i
NS(=O)(=O)c1ccc(NC(=O)COC(=O)c2cnccn2)cc1	i	i	i	i	i	i	-4	i	i	i	i
COc1cc(OC)cc(C2C(C#N)=C(N)Oc3n[nH]c(-c4cccnc4)c32)c1 (centres undefined)	i	i	i	i	i	i	-8	i	i	i	i
Cc1cc(C)nc(NC2=NCC(=O)N2c2ccccc2)n1	i	i	i	i	i	i	-9	i	i	i	i
CCOc1ccc(C(=O)NC(Cc2ccccc2)C(=O)OC)cc1 (centres undefined)	i	i	i	i	i	i	-10	i	i	i	i
COc1ccc(Oc2cnc3ccccc3n2)cc1	i	i	i	i	i	i	-4	i	i	i	i
COC(=O)COn1c(-n2nc(C)cc2C)nc2ccccc2c1=O	i	i	i	i	i	i	-14	i	i	i	i
Cc1cccc(NC(=O)c2cccnc2Cl)n1	i	i	i	i	i	i	-6	i	i	i	i
O=C1[C@H]2[C@H](ON3CCCC[C@H]23)C(=O)N1c1ccc(Cl)cc1	i	i	i	i	i	i	-4	i	i	i	i
O=C(CC1NC2CCCCC2NC1=O)Nc1ccc2c(c1)OCO2 (centres undefined)	i	i	i	i	i	i	-15	i	i	i	i
CCC(=O)NC(=S)Nc1ccccc1C(=O)OC	i	i	i	i	i	i	-4	i	i	i	i
CCOC(=O)C1(CCSC)NC(c2ccco2)C2C(=O)N(CC)C(=O)C21 (centres undefined)	i	i	i	i	i	i	-15	i	i	i	i
CCN(CC)C(=O)CSc1nnc(CNc2ccc(F)cc2)n1-c1ccccc1	i	i	i	i	i	i	-1	i	i	i	i
CCCNc1nc(C)cc(-c2cc(C(=O)Nc3ccccc3)on2)n1	i	i	i	i	i	i	-3	i	i	i	i
O=C(CCN1C(=O)C2C3C=CC(C3)C2C1=O)Nc1c(F)cccc1F (centres undefined)	i	i	i	i	i	i	-8	i	i	i	i
O=C(CN1CCCC1)N1CCN(c2ccccc2)CC1	i	i	i	i	i	i	-17	i	i	i	i
COc1ccc(CN2CCN(Cc3ccc(C)cc3)C(CCO)C2)cc1OC (centres undefined)	i	i	i	i	i	i	-5	i	i	i	i
c1coc(CNC2CCCCCCC2)c1	i	i	i	i	i	i	-8	i	i	i	i
